# Bioassay records from PubChem.
# RmlCD inh mix: mixture blocks RmlC and RmlD coupled enzyme activity. RmlC/RmlD coupled enzyme inhibition, 384-well mixture HTS. inhibition, % at 5.5 µM. 110,000 compounds, 0.39% hits. AID 1532; in the data active = inhibition above about 30%, passing the limit was not always enough; also: strong numbers were not always called active
# HIV RNase H inh: blocks HIV-1 RNase H cleavage of RNA/DNA duplex | P04585 | RT-RNase H RNA/DNA duplex cleavage, fluorescence | inhibition, % at 10 µM | 65,000 compounds, 1.9% hits; in the data active = inhibition above about 50%
# * marks the source's active call; other numbers are inactive results; / = not tested or not shown. Only part of the results is shown; count on the stated rates, not on these rows.
Molecule	RmlCD inh mix	HIV RNase H inh
Cc1cc(NC(=O)CCC(=O)N(CCC(C)C)C(C(=O)NC2CCCC2)c2cccnc2)no1 (centres undefined)	7	-12
COc1ccc(NS(=O)(=O)c2cc(OC)ccc2NC(=O)c2cc(C)oc2C)cc1	-5	2
COC(=O)CN(C(=S)Nc1ccc(Cl)cc1)C1CC(=O)N(c2ccc(OC)cc2)C1=O (centres undefined)	-14	/
Cc1cccc(NC(=O)N2CCCC2C(=O)NCc2cccs2)c1 (centres undefined)	-12	/
CC(=O)NN1C(=O)/C(=C\c2ccc(C)cc2)SC1=S	-6	/
c1ccc(C2[C@H]3CN(Cc4cccnc4)[C@H](c4ccccc4)C34CC2(c2ccccc2)C4)cc1 (some centres undefined)	-15	/
COc1cc(NC(=O)C2CCCCN2)ccc1OCC(C)C (centres undefined)	/	0
CCOC(=O)/C(C#N)=C1/SC(CCO)C(=O)N1c1ccccc1 (centres undefined)	9	5
Cc1ccc(-c2nnn(CC(=O)N3CCN(c4ccccc4)CC3)n2)o1	-11	-3
O=C(CSc1nnnn1-c1ccccc1)NC(=O)Nc1ccc2c(c1)OCCO2	-5	-11
CCCCC1=CC2=CC(=O)C(C)(OC(=O)c3cccs3)C(=O)C2=CO1 (centres undefined)	-19	/
Cc1ccc(Oc2ccccc2/C=C2\SC(=O)N(C)C2=O)cc1	-8	/
CCn1cc(Br)c(C(=O)Nc2cccc(Cl)c2)n1	-4	-39
CCOc1ccc(NC(=O)CC2C(=O)N(c3cccc(OC)c3)C(=O)N2C(C)C)cc1 (centres undefined)	8	/
COc1ccc2[nH]c(O)c(NC(C)=O)c2c1	-15	5
COCCOC(=O)c1c(C)oc2ccc(NS(=O)(=O)c3ccc(C(=O)O)cc3)cc12	-4	8
CCC1(CC)C(=O)NC(=O)NC1=NCCc1ccc(O)cc1	10	5
CCOC(=O)N1CCN(C(=O)Cn2c(=O)sc3ccccc32)CC1	-28	-7
Cc1ccc2nc(N3CCN(S(=O)(=O)c4ccc5c(c4)OCCO5)CC3)c(C#N)cc2c1	-12	/
Cc1ccc(NC(=O)c2ccccc2N(C)S(C)(=O)=O)cc1C	7	/

Molecule	RmlCD inh mix	HIV RNase H inh
Cn1c(SCC(=O)NCC2CCCO2)nnc1-c1ccc(S(=O)(=O)N2CCCC2)cc1 (centres undefined)	-1	1
COc1cc(OC)cc(-c2ncc3ccccn23)c1	15	/
COC(=O)c1cccc(S(=O)(=O)N2CCC(C)CC2)c1	-16	-7
COc1ccc(NC(=O)C(NC(C)=O)C(=O)NCc2ccccc2Cl)cc1 (centres undefined)	-22	/
O=C1c2cc(F)ccc2OC2(CCNCC2)C12CC(c1ccccc1)=NO2 (centres undefined)	4	/
Cc1ccc(NC(=O)COc2ccccc2CNC(C)(C)CC(C)(C)C)cc1	3	/
CCOC(=O)C1CCN(S(=O)(=O)Cc2ccccc2)CC1	-2	-13
Cn1c(SCC(=O)NCc2ccc3c(c2)OCO3)nc2scc(-c3cccs3)c2c1=O	-3	18
CCOC(=O)C(CCCOc1cccc(OC)c1)C(=O)OCC	-11	-16
O=C(Nc1ccn(Cc2c(F)c(F)cc(F)c2F)n1)c1ccc(COc2ccc(Cl)cc2Cl)o1	4	/
O=c1cc(O)c2c(=O)n(C3CCCCC3)c3ccccc3c2o1	-7	/
CCOC(=O)C1CCN(C(=O)c2sc3nc(C)nc(N4CCC(C)CC4)c3c2C)CC1	7	/
Cc1ccccc1NC(=O)c1ccc2c(c1)C(=O)N(CCC(C)C)C2=O	2	/
CC1(C)CC(=O)C(C=NCc2cccnc2)=C(O)C1	161	-1
O=C(CSc1ccc2nnc(-c3ccccn3)n2n1)Nc1nccs1	-14	/
C#CCNC(=O)C1=C[C@@H](c2ccc3c(c2)OCO3)C[C@@H](OCCCCO)O1	-16	/
c1ccc(Cn2nnnc2C(c2cccs2)N2CCc3ccccc3C2)cc1 (centres undefined)	-10	-7
COC(=O)c1ccc(S(=O)(=O)N2C3CCC2CC(NC(=O)NC2CCCCC2)C3)cc1 (centres undefined)	/	-12
CCC(C)[C@H]1CN=C(N)N1CCc1cccc2ccccc12 (some centres undefined)	3	/
[O-]/C(=C(\C(=S)Nc1cccc2ccccc12)[n+]1ccccc1)c1ccc2c(c1)OCCO2	-7	/

Molecule	RmlCD inh mix	HIV RNase H inh
Cc1ccccc1OCC(=O)OC(C)CN1CCN(C)CC1 (centres undefined)	-7	-3
N#Cc1ccccc1NC(=O)CSc1nnc(-c2ccccc2)n1-c1ccccc1	2	-15
O=C(Nc1ccc(N2CCOCC2)cc1)c1cccc(S(=O)(=O)N2CCC(Cc3ccccc3)CC2)c1	-18	/
CCCCCOC(=O)CSc1n[nH]c(=O)[nH]c1=O	7	/
Clc1ccc2nc(N3CCCCC3)sc2c1	/	-15
CCOC(=O)c1oc2ccccc2c1NC(=O)c1ccc(Cl)s1	-14	/
CCOC(=O)C1=C(O)C(Nc2nc3ccccc3s2)(C(F)(F)F)N=C1C (centres undefined)	-6	/
COc1ccc(C(=O)Nc2ccc(Cl)cc2C(=O)NCCN2CCOCC2)cc1	-10	/
COc1ccc(-n2c(C)nc3cc(C(=O)NCCN4CCOCC4)ccc32)cc1	9	/
O=C(O)CCCC(=O)NCc1ccccn1	-86	0
O=C(c1ccc(S(=O)(=O)N2CCOCC2)cc1)N1CCc2ccccc2C1	-9	-14
COc1ccc(-c2ccc([C@H]3[C@H]4C=CC[C@@H](C)[C@@H]4C(=O)N3Cc3ccccc3)c(F)c2)cc1	8	/
CC1(C)Cc2c(c(N3CCOCC3)nc3sc(C(=O)N4CCCCC4)c(N)c23)CO1	-40	72*
CNc1nc(-c2ccc(Cl)cc2)cs1	/	-6
C=CCSc1nsc(N)n1	-11	-13
O=C(NCC1CCCO1)c1onc(CSc2ccc(Cl)cc2)c1C(=O)O (centres undefined)	9	/
Cn1nnnc1SCc1nnc(-c2ccc(F)cc2)o1	-11	/
Cc1ccc(C(=O)/C=C/c2ccccc2)o1	5	/
CC1CCN(S(=O)(=O)c2ccc(C(=O)Nc3sccc3C(N)=O)cc2)CC1	-5	/
Clc1ccc(OCCCc2nc(-c3cccnc3)no2)c(Cl)c1	-11	-5

# Two entries from above, with two lines to a compound.
# Every second line gives: RmlCD inh mix | HIV RNase H inh
- CC1(C)CC(=O)C(C=NCc2cccnc2)=C(O)C1
 : 161 | -1
- O=C(CSc1ccc2nnc(-c3ccccn3)n2n1)Nc1nccs1
 : -14 | /

# Next records
Molecule	RmlCD inh mix	HIV RNase H inh
Cc1ccc(C(=O)NCc2ccc3c(c2)OCO3)cc1S(=O)(=O)N1CCOCC1	-11	-12
COc1ccc(-c2cc(C(F)(F)F)nc(SCC(=O)NCc3ccco3)n2)cc1OC	-41	-3
COC(=O)c1[nH]c2c(c1C)C(=O)CC(c1cc(OC)ccc1OC)C2 (centres undefined)	7	-6
Cc1ccccc1CS(=O)(=O)Cc1ccc(C(=O)NCc2cccnc2)o1	29	-7
CC(CCc1ccccc1)NC(=O)c1nnc(Cc2ccc(F)cc2)o1 (centres undefined)	/	-12
CC(O)[C@H]1CNC(=O)C(=O)N1CCc1cccc2ccccc12 (some centres undefined)	6	/
CC(C)(C)NC(=O)CSc1nsc(SCC(=O)NC(C)(C)C)c1C#N	-13	2
COc1cc(NC(=S)NN2CCOCC2)cc(OC)c1	40	/
CC(C)COc1ccc(/C(O)=C2/C(=O)C(=O)N(CCN(C)C)C2c2ccncc2)cc1 (centres undefined)	8	-10
CCOC(=O)c1cnn(-c2ccc(C(F)(F)F)cn2)c1N	-3	/
COc1ccc2c(c1)CC(C1(O)C(=O)Nc3ccccc31)C2=O (centres undefined)	3	4
COc1ccc(Cl)c(Cn2c(NCc3ccco3)nc3c2c(=O)n(C)c(=O)n3C)c1	-13	14
Cc1cc(C(=O)N2CCN(C(=O)C3CCCO3)CC2)no1 (centres undefined)	-6	0
CCC(=O)N1CCCn2c1nc1ccccc12	25	/
CCOC(=O)c1cc2sc(C)cc2n1CC(=O)N1CCc2ccccc21	4	5
CCOC(=O)c1[nH]c(C)c(CN(CCc2ccccc2)S(C)(=O)=O)c1C	-30	-43
COc1ccc(-c2ncncc2-c2csc(C)n2)c(O)c1	-26	-10
O=C(NCC(=O)N(Cc1ccccc1)C(C(=O)NC1CCCC1)c1ccncc1)c1ccco1 (centres undefined)	-8	/
c1ccc(-c2cnnc(N3CCCCC3)n2)cc1	8	-46
CC(=O)CCc1ccc(OC(=O)c2cccnc2)cc1	0	/

# A different layout for four compounds above.
# Value order – RmlCD inh mix	HIV RNase H inh
Cc1ccc(C(=O)NCc2ccc3c(c2)OCO3)cc1S(=O)(=O)N1CCOCC1
    -11	-12
COc1ccc(-c2cc(C(F)(F)F)nc(SCC(=O)NCc3ccco3)n2)cc1OC
    -41	-3
COC(=O)c1[nH]c2c(c1C)C(=O)CC(c1cc(OC)ccc1OC)C2 (centres undefined)
    7	-6
Cc1ccccc1CS(=O)(=O)Cc1ccc(C(=O)NCc2cccnc2)o1
    29	-7

# Later entries:
Molecule	RmlCD inh mix	HIV RNase H inh
COc1ccc2c(c1)c1ncn(CCN3CCNCC3)c(=O)c1n2C	17	/
CC(=O)OC(C(=O)n1nc(C)cc1C)c1ccccc1 (centres undefined)	-13	-64
CSc1nc2ccc(S(=O)(=O)NC3CCCCC3)cc2s1	/	4
Cc1c(C(=O)OC2CCCCC2)[nH]c2c1C(=O)CC(C)(C)C2	4	3
Cc1nc2ncnn2c(C)c1Cc1ccc(Cl)cc1	-12	/
O=C(Nc1ccc2c(c1)OCCO2)C(c1ccc(F)cc1)N1CCCCC1 (centres undefined)	-7	/
O=C1/C(=C\Nc2ccccc2)CCN1c1ncccn1	-8	/
O=C(CSCc1ccccc1)N/N=C/c1ccccc1OCc1ccccc1	1	/
COc1ccc(-c2c3c(nc4sc5c(=O)[nH]c(C)nc5c24)CCC3)cc1	10	/
O=C(Nc1ccc2oc(-c3cccnc3)nc2c1)c1cc2ccccc2o1	-12	-7
Cc1ccc(S(=O)(=O)Cc2cn3cccnc3n2)cc1	16	-2
O=C(Nc1cccc(Cl)c1)NC1(C(=O)NCc2cccs2)CCCCC1	-12	/
CCc1ccc(C(=O)c2cncc(Br)c2)cc1	2	/
COc1cc2c(c(OC)c1)C(c1cccc(OC)c1OC)CC(=O)N2 (centres undefined)	9	-44
CCC(C)(C)n1nnnc1C(c1cc2cc(C)cc(C)c2[nH]c1=O)N1CCCC1 (centres undefined)	-10	-1
c1ccc(-c2ccc(-n3ccnc3)cc2)cc1	-8	-40
O=C1NC(c2ccc3c(c2)OCO3)Oc2ccccc21 (centres undefined)	-8	-34
COC(=O)c1c(N)c(C#N)c(C)n1-c1ccccc1	15	-18
COC(=O)C1=C(C)N(c2cc(Cl)cc(Cl)c2)C(=O)C1	7	-7
O=C(NCCCn1ccnc1)c1csc2ccccc12	-9	-1

# 2 entries drawn at random from the list so far:
Molecule	RmlCD inh mix	HIV RNase H inh
COC(=O)c1c(N)c(C#N)c(C)n1-c1ccccc1	15	-18
CC(=O)OC(C(=O)n1nc(C)cc1C)c1ccccc1 (centres undefined)	-13	-64

# More entries:
Molecule	RmlCD inh mix	HIV RNase H inh
Cc1noc(C(=O)Nc2cccnc2)c1Cl	0	/
CC1CCN(CCC(=O)N2CCCc3c2c(=O)oc2ccc(O)cc32)CC1	-17	-17
COc1ccc(-n2nc(C(=O)NCC(=O)N3CCN(c4ccccn4)CC3)c3ccccc3c2=O)cc1	7	-12
N#CC1=C(N)N(c2ccccc2Sc2ccccc2)C(=O)C1	-53	49
Cc1cc(C(=O)CSc2nnc(-c3ccccc3)n2Cc2ccc3c(c2)OCO3)c(C)n1C	6	11
CCN(CC)S(=O)(=O)c1cc(C(=O)Nc2cc(Cl)ccc2N2CCN(C)CC2)ccc1Cl	6	/
Cc1nc(SCC(N)=O)[nH]c(=O)c1Cc1ccc(OC(C)C)cc1	-17	-4
Cn1c(O)c(C=NCCN2CCN(C(=O)c3ccccc3)CC2)c(=O)n(C)c1=O	4	2
CC(=O)Nc1cccc(NC(=O)c2sc3ncn(CC(=O)N4CCCCC4)c(=O)c3c2C)c1	-4	-21
CCOc1nc(-c2ccc(C)cc2)ccc1-c1noc(-c2cccnc2)n1	-27	-2
O=C(CN1CCOCC1)N1CCN(c2ccc3ccccc3n2)CC1	14	/
CC(=O)Nc1cc(OC(C)=O)c2nonc2c1OC(C)=O	-6	32
CCOC(=O)C1CCN(c2c(NCc3ccc(C(=O)NCCOC)cc3)c(=O)c2=O)CC1	2	-23
O=C(CSc1nnc(-c2ccc(Cl)cc2)n1Cc1ccco1)NCc1ccc2c(c1)OCO2	-10	/
CCOC(=O)c1ccc(NC(=O)CC2SC(=NC)N(C)C2=O)cc1 (centres undefined)	7	-3
CC1CCCN(C(=O)CN2CCN(C(=O)c3ccco3)CC2)C1 (centres undefined)	2	-8
COc1ccccc1N1CCN(C(=O)C(=O)N/N=C/c2cccc(O)c2)CC1	-9	/
CCC(=O)N1c2ccccc2NC2=C(C(=O)CC(c3ccco3)C2)C1c1ccco1 (centres undefined)	17	-5
COC(=O)c1cc(OC)c(OC)cc1NC(=O)Nc1ccc(OC)cc1	6	/
O=C(CNC(=O)c1ccco1)NCC(=O)OCc1ccc(C(=O)Oc2ccc(Cl)cc2)cc1	7	/
C#Cc1ccc([C@H]2C=C(C(=O)NCc3nc4ccccc4[nH]3)O[C@@H](OCc3ccc(CO)cc3)C2)cc1	2	/
C/C(=N\N=C(/N)SC1CC(=O)N(c2ccc(Br)cc2)C1=O)c1cccs1 (centres undefined)	-9	/
CCO[C@H]1OC(C(=O)O)=C[C@@H](C2CCCCC2)[C@@H]1CCCO	-7	/
